# Assay outcomes: PubChem BioAssay, Broad Institute
# ARNT-TACC3 inh – ARNT/TACC3 interaction disruption. hit rate 0.66% among 390,000. AlphaScreen His-ARNT PAS-B/GST-TACC3 binding, luminescence; TACC3 fragment carries E629A point mutation. AID 623870. Q9Y6A5. inhibition, % at 9.99 µM;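 active = mean inhibition of replicates at least 50% and at least half of replicates each reaching 50%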;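 note: 0% = complete ARNT plus TACC3 wells and 100% = ARNT alone without TACC3; many hits fall short of the cut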
# Active calls of the source: *. Only part of the results is shown; count on the stated rates, not on these rows.
SMILES,ARNT-TACC3 inh
COc1ccc(CNC(=O)c2cc3c(=O)n4ccccc4nc3n(CC3CCCO3)c2=N)cc1 (stereo not drawn),-15
c1ccc2c(-c3nc4ncccc4o3)cccc2c1,3
CC1CCC(C(=O)NC(C(=O)N2CCC(N3CCCCC3)CC2)C(C)C)CC1 (stereo not drawn),-2
CCOC(=O)c1ccc(N2C(=O)CC(NC3CCN(C(=O)c4ccc(F)cc4)CC3)C2=O)cc1 (stereo not drawn),1
O=C(NC(NC1CCS(=O)(=O)C1)C(=O)c1ccccc1)c1ccc(Cl)cc1 (stereo not drawn),2
C=CCOc1ccc(CNC(C)(C)CO)cc1OC,-3
Cc1ccc(S(=O)(=O)C2(S(=O)(=O)c3ccc(C)cc3)CCCC2)cc1,-5
CCOCCn1cnc2sc(C(=O)NCC(=O)OCC)c(C)c2c1=O,-14
CCSc1nc2c(c(=O)n1Cc1ccccc1)SC(C)C2 (stereo not drawn),-2
COc1ccc(/C=C/C(=O)Nc2c(C)nn(C)c2C)cc1COc1ccc(Cl)cc1Br,-4
COc1ccc(C)cc1NC1=C(Cl)C(=O)N(C2CCCCC2)C1=O,8
Cc1n[nH]c(C)c1C(=O)CC1(O)C(=O)N(CCc2ccccc2)c2ccc(Cl)cc21 (stereo not drawn),5
Cc1ccc(C2CC(C(F)(F)F)n3ncc(C(N)=O)c3N2)cc1 (stereo not drawn),-6
COc1ccc(OC)c(S(=O)(=O)N(C)CC(=O)N2CCN(c3ccc(F)cc3)CC2)c1,0
O=C(NCc1ccco1)c1cc(S(=O)(=O)N2CCOCC2)ccc1Cl,1
Cc1ccc(-n2nc3cc(C)c(N)cc3n2)cc1,11
CC(=O)SC(C)CC(=O)NCc1ccccc1 (stereo not drawn),2
CCCCN(C(=O)CSc1nnc(Nc2ccc(C)c(C)c2)s1)c1c(N)n(Cc2ccccc2)c(=O)[nH]c1=O,-5
Cc1ccc2nc(NC(=S)NC(=O)c3cccs3)sc2c1,-11
Cc1cc(-c2ccccc2)n2nc(C)c(-c3ccccc3)c2n1,-12
COc1ccc(CCNS(=O)(=O)c2ccccc2)cc1OC,-1
CCOC(=O)C1C(C(=O)OC)=C(c2ccc(OC)cc2)c2ccc(OC)cc2N1S(=O)(=O)C(F)(F)F (stereo not drawn),-1
CC(C)OC(=O)c1c(NC(=O)c2ccco2)sc2c1CCCCC2,-8
CC1(C)CC(=O)C2=C(C1)NCN(CCCN1CCOCC1)C2,-3
CC(C(=O)Nc1ccccc1F)N1C(=O)c2ccccc2C1=O (stereo not drawn),-2
# (further entries)
SMILES,ARNT-TACC3 inh
Cc1ccc(-c2n[nH]c(=S)n2Cc2ccccc2)cc1,3
Cc1nnc(NC2=NCCCCC2)o1,2
CC(=O)Nc1ccc(NC(=O)C2CCN(c3c(Cc4ccccc4)c(C)nc4ncnn34)CC2)cc1,-2
COc1ccc(OC)c(N(CC(=O)Nc2ccccc2C(=O)NCc2ccco2)S(C)(=O)=O)c1,8
O=C(O)c1cc2cc(OCc3ccccc3)ccc2[nH]1,-10
COc1cc(NC(=O)c2cc(OC)c(OC)c(OC)c2)c(OC)cc1NC(=O)CN1CCCCC1,10
COc1cc(C)c(Cl)cc1S(=O)(=O)NCc1ccco1,-9
CC(=O)c1sc(Nc2ccccn2)nc1C,13
COc1ccc(C2CC(C(F)(F)F)n3nc(C(=O)NCCCn4ccnc4)cc3N2)cc1OC (stereo not drawn),-6
CCCCc1c(C)c2cc(C)ccc2[nH]c1=O,14
N#Cc1ccccc1Cn1cc(C#N)c2ccccc21,20
NC(=O)c1ccsc1NC(=O)COC(=O)c1ccccc1NCc1ccco1,-4
CCOc1ccc(/C(O)=C2/C(=O)C(=O)N(CCOCCO)C2c2ccc(F)cc2)cc1 (stereo not drawn),-12
CCOC(=O)c1oc2ccc3c(c2c1C)C(=O)CC1(CCN(C(=O)OCC)CC1)O3,19
COc1ccc(-n2nc(C(=O)NCCCN3CCCC3=O)c3c4ccccc4n(C)c3c2=O)cc1Cl,0
Cc1cc(N2CCN(C(=O)c3ccco3)CC2)n2ncc(-c3ccccc3)c2n1,-7
CC1CCN(S(=O)(=O)c2ccc(NC(=O)CSc3ncccc3C(=O)O)cc2)CC1,21
COc1ccc(C)cc1NC(=O)CN1CCN(S(=O)(=O)c2ccc(Cl)cc2)CC1,-7
CN(C)c1ccc(C(=S)N2CCOCC2)cc1Br,-2
CC1CC(C)CN(CCCNC(=O)c2ccc3c(c2)NC(=O)C(N2CCCCC2)S3)C1 (stereo not drawn),8
Cc1cccc2c(=O)c(C(=O)N3CCCCCC3)c[nH]c12,-11
O=C(c1ccco1)N(CCC(c1ccccc1)c1ccco1)Cc1ccco1 (stereo not drawn),-12
Cc1ccc(S(=O)(=O)N2CCCC2C(=O)Nc2nccs2)cc1 (stereo not drawn),10
O=C(O)CSCCc1ccccn1,-6
COc1ccccc1-c1nc(SCC(=O)O)n[nH]1,-3

# Of the compounds above, four contain an aryl thioether with sulfur outside any ring.
SMILES,ARNT-TACC3 inh
CCSc1nc2c(c(=O)n1Cc1ccccc1)SC(C)C2 (stereo not drawn),-2
CCCCN(C(=O)CSc1nnc(Nc2ccc(C)c(C)c2)s1)c1c(N)n(Cc2ccccc2)c(=O)[nH]c1=O,-5
CC1CCN(S(=O)(=O)c2ccc(NC(=O)CSc3ncccc3C(=O)O)cc2)CC1,21
COc1ccccc1-c1nc(SCC(=O)O)n[nH]1,-3

# Next part.
SMILES,ARNT-TACC3 inh
CCC1S/C(=C(\C#N)C(=O)NCc2ccco2)N(c2ccc(Br)cc2)C1=O (stereo not drawn),3
COc1cccc(OCC(O)CN2CC(C)CC(C)C2)c1 (stereo not drawn),-3
COC(=O)C(C)C1Sc2ccccc2NC1=O (stereo not drawn),-5
Cc1cccc(C(=O)OCC(=O)Nc2nccs2)c1,1
CNc1nc(N2CCc3ccccc32)ncc1F,0
O=C(Nc1ccc(Cl)cc1)C1CCC(=O)N1Cc1ccccc1Cl (stereo not drawn),-2
CC1=C(C)CC(C(=O)Nc2ccc(C(N)=O)cc2)C(C(=O)O)C1 (stereo not drawn),-5
O=[N+]([O-])c1cc(-c2cnc3ccccc3n2)ccc1Oc1ccc(Br)cc1,3
CCC(NC(=O)c1ccccc1NC(=O)c1ccco1)C(=O)NC1CCCCC1 (stereo not drawn),-4
CCCSc1nc(C)cc(C)c1S(=O)(=O)c1ccccc1C,2
COc1ccc(NC2CC(=O)N(c3ccccc3)C2=O)cc1 (stereo not drawn),-1
N#Cc1ccc(OCC(=O)NCCc2ccc(S(N)(=O)=O)cc2)cc1,6
CCOC(=O)CNC(=O)CSc1nc(N(C)C)nc(N2CCOCC2)n1,-9
O=C(Nc1cc(Cl)ccc1-n1cncn1)c1ccc([N+](=O)[O-])s1,0
CCOC(=O)C1CCN(c2ncnc3c2cnn3-c2ccccc2)CC1,-17
O=C(Nc1ccc(S(=O)(=O)Nc2nccs2)cc1)C1CCCCC1,-10
CCn1c(COc2ccc(C)cc2)nnc1SCC(=O)C(C)(C)C,1
O=c1[nH]c(SCc2nc3c(cnn3-c3ccccc3)c(=O)[nH]2)nc2ccccc12,-11
Cn1c(=O)cc(SCC(=O)N2CCCC2)c2cc(Cl)ccc21,-1
Cc1nnc2n1NC(c1ccc(Cl)cc1)C(C(=O)N(C)C1CCCCC1)S2 (stereo not drawn),-3
COCCn1nnnc1CN(Cc1cccnc1)Cc1cc2cc(OC)ccc2[nH]c1=O,5
CCOC(=O)c1cc(C#N)c(Oc2cccc(C(F)(F)F)c2)nc1-c1ccccc1,3
CCN(CC)c1ccc(/C=c2/sc3nnc(-c4ccccc4C)n3c2=O)cc1,-3
Fc1ccc(C2=Nn3c(nnc3-c3n[nH]c4c3CCC4)SC2)cc1,-6
CCOC(=O)c1cc(=O)cc(C(=O)OCC)o1,-4

# Grouped by structure: the compounds so far with a furan ring, fused or not (ten)
SMILES,ARNT-TACC3 inh
O=C(NCc1ccco1)c1cc(S(=O)(=O)N2CCOCC2)ccc1Cl,1
CC(C)OC(=O)c1c(NC(=O)c2ccco2)sc2c1CCCCC2,-8
COc1ccc(OC)c(N(CC(=O)Nc2ccccc2C(=O)NCc2ccco2)S(C)(=O)=O)c1,8
COc1cc(C)c(Cl)cc1S(=O)(=O)NCc1ccco1,-9
NC(=O)c1ccsc1NC(=O)COC(=O)c1ccccc1NCc1ccco1,-4
CCOC(=O)c1oc2ccc3c(c2c1C)C(=O)CC1(CCN(C(=O)OCC)CC1)O3,19
Cc1cc(N2CCN(C(=O)c3ccco3)CC2)n2ncc(-c3ccccc3)c2n1,-7
O=C(c1ccco1)N(CCC(c1ccccc1)c1ccco1)Cc1ccco1 (stereo not drawn),-12
CCC1S/C(=C(\C#N)C(=O)NCc2ccco2)N(c2ccc(Br)cc2)C1=O (stereo not drawn),3
CCC(NC(=O)c1ccccc1NC(=O)c1ccco1)C(=O)NC1CCCCC1 (stereo not drawn),-4

# Following part
SMILES,ARNT-TACC3 inh
CCOc1ccc(NC(=O)c2ccccc2CO)cc1,3
COc1ccc(F)cc1S(=O)(=O)N1CCN(Cc2ccc3c(c2)OCO3)CC1,1
COc1ccc(Cn2c(CCC(=O)N3CCN(c4ccccn4)CC3)nc3ncccc3c2=O)cc1,1
CC(C)CSc1nc(N2CCOCC2)c2c(c1C#N)CC(C)(C)SC2,0
O=C(NCc1ccccc1)C(c1cccs1)N(C(=O)c1csnn1)C1CC1 (stereo not drawn),-7
COCCN(C(=O)CC(C)(C)C)c1nnc(-c2cccnc2)s1,-7
c1ccc2nc(-c3nc4ccccc4[nH]3)ccc2c1,3
CC(C)OC(=O)CSc1nnc(-c2cnccn2)n1Cc1ccco1,-3
O=C(Nc1nc(-c2cccs2)c(-c2ccccc2)s1)c1ccco1,-1
Cc1cc(Cl)c(S(N)(=O)=O)cc1OCC(N)=O,18
COC(=O)c1ccc(/C=N\NC(=O)c2c(C)nc3ccc(Cl)cn23)cc1,-1
CN(/C=C/C(=O)C(F)(F)C(F)(F)F)Cc1ccccc1,-1
CSc1nc2ccccc2cc1/C=C(\C#N)c1ccc(Cl)c(Cl)c1,3
Cc1ccc(C(C#N)c2ccc(C(=O)c3ccc(F)cc3)cc2)cc1 (stereo not drawn),-14
C=CCN=C(CC)C1=C(O)CCCC1=O,-9
Cc1cccc(C)c1NC1=NC(C)(C)N=C(N)N1,-3
C=CCNc1nc(NC(C)(C)CO)nc(OC)n1,-4
CC1CCN(C(=O)CSc2nc(N)c3c4c(sc3n2)CN(C)CC4)CC1,13
CC(C)(C)C1CCc2onc(C(=O)Nc3cnn(Cc4ccc(F)cc4)c3)c2C1 (stereo not drawn),-4
Cc1nn(-c2ccccc2)c(C)c1C(=O)OCC(=O)NC(=O)NC1CCCCC1,4
CCN1C(=O)c2cccc3c(S(=O)(=O)Nc4ccncc4)ccc1c23,-6
C/C(=C\C(=O)c1cccnc1)Nc1ccc(O)cc1,-5
CS(=O)(=O)c1ccc2nc(NC(=O)CCC(=O)c3cccs3)sc2c1,-1
N#CC1=C(N)Oc2n[nH]c(-c3cccs3)c2C1c1ccoc1 (stereo not drawn),15
CCOC(=O)CC(=O)Nc1cc(Cl)ccc1O,0

# Sorted by the number under ARNT-TACC3 inh (smallest number first): seven from the list above.
compound,ARNT-TACC3 inh
Cc1ccc(C(C#N)c2ccc(C(=O)c3ccc(F)cc3)cc2)cc1 (stereo not drawn),-14
O=C(NCc1ccccc1)C(c1cccs1)N(C(=O)c1csnn1)C1CC1 (stereo not drawn),-7
CC(C)(C)C1CCc2onc(C(=O)Nc3cnn(Cc4ccc(F)cc4)c3)c2C1 (stereo not drawn),-4
CN(/C=C/C(=O)C(F)(F)C(F)(F)F)Cc1ccccc1,-1
COc1ccc(F)cc1S(=O)(=O)N1CCN(Cc2ccc3c(c2)OCO3)CC1,1
c1ccc2nc(-c3nc4ccccc4[nH]3)ccc2c1,3
Cc1cc(Cl)c(S(N)(=O)=O)cc1OCC(N)=O,18

# Continued:
SMILES,ARNT-TACC3 inh
Cc1ccc(Oc2ccc(S(=O)(=O)N3CCOCC3)cc2C(N)=O)c(-n2nc3ccccc3n2)c1,10
Cc1c(CNCc2cccs2)c(C(=O)O)c(C)n1Cc1ccccc1,-4
Cc1ccccc1OCc1nnc(SCC(=O)Nc2ccc3nc(SCC(=O)NC(C)(C)C)sc3c2)n1C,3
COc1cc(NC(=O)CCNC(=O)Cn2ccc3ccccc3c2=O)cc(OC)c1OC,2
CC1(C(=O)NC(=S)N(CCC#N)c2ccccc2)CC1(Cl)Cl (stereo not drawn),13
CSc1nsc(SCC(=O)N2CCCc3ccccc32)n1,-6
O=C(COc1cccc2ccccc12)N/N=C/c1ccc(Sc2nc3ccccc3s2)o1,1
